# Assay outcomes as filed in PubChem BioAssay.
# LMPTP inh – blocks human LMPTP phosphatase; P24666; recombinant LMPTP-A, OMFP fluorogenic substrate, fluorescence intensity; inhibition, % at 20 µM; 360,000 tested, 0.22% active;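 active = compounds that cut the enzyme signal by at least half of the control window in the single-dose screen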;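 also: plate controls were DMSO wells with enzyme plus substrate for no effect and substrate without enzyme for full effect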
# Target sequence (P24666 whole entry, looked up): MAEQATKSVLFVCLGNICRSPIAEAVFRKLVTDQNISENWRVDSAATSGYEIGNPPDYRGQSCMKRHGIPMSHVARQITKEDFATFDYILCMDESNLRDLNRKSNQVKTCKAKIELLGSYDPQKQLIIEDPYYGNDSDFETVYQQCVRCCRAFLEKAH
#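 Buffer or medium: Bis-Tris pH 6.0, DTT, detergent; Assay system: LMPTP-A enzyme; Quantity: 0.625 nM enzyme; Detection: endpoint fluorescence intensity; Times: 50 min dark incubation at room temperature; Controls: substrate-only low control, DMSO enzyme-plus-substrate high control; Doses: single 20 µM dose; Read-out: percent inhibition versus substrate-only and uninhibited controls; Reagent: 400 µM OMFP.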
# TbMetRS inhib – Trypanosoma brucei MetRS inhibition; purified T. brucei MetRS, ATP depletion, Kinase-Glo luminescence; inhibition, % at 11.9 µM; 360,000 tested, 0.4% active; AID 624268;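 active = inhibition above a per-plate cutoff of the control wells' mean inhibition plus 3 SD, cut at about 5.5% in these data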;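 also: 0% = DMSO wells median and 100% = median of wells with control inhibitor compound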
#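 Material: T. brucei methionyl-tRNA synthetase, purified; reagent: substrates ATP, L-methionine and bulk Escherichia coli tRNA; dosing: 11.9 µM single point; timing: 15 min plus 2 h at 25 °C; detection: luminescence of leftover ATP; evaluation: % inhibition; control set: DMSO-only wells as low control; replicates: singlicate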
# SKN-1 inh – inhibitors of C. elegans SKN-1 | C. elegans VP596 Pgst-4::GFP/RFP ratio, acrylamide-induced, 24 h | 360,000 tested, 0.49% active | inhibition, % at 21.8 µM | AID 624304;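 active = interference check ratio from 0.5 to 1.5 plus GFP to RFP signal ratio inhibition reaching or exceeding a fixed threshold, cut at about 30% in these data, passing the limit was not always enough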; also: some compounds called inactive have numbers as strong as hits
# Neddyl block – cullin neddylation inhibition | calls only at 25 µM | AID 651699 | 360,000 tested, 0.58% active | TR-FRET cullin neddylation, biochemical; in the data active = inhibition above about 36%
# DNMT1 block – inhibitors of human DNMT1. DNMT1 molecular beacon, Hinp1I cleavage, fluorescence. 360,000 tested, 0.83% active. P26358. inhibition (reported as % activation of signal), % at 10 µM; in the data active = inhibition above about 50%
# STEP block – STEP (human) phosphatase inhibition; P54829; recombinant STEP, OMFP fluorogenic substrate, fluorescence; inhibition, % at 20 µM; 360,000 tested, 0.25% active;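 active = inhibition at 20 µM, scaled per plate between control wells, above about 37%, limit read from the data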;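 also: 0% = DMSO with enzyme and substrate and 100% = substrate only without enzyme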
# Target sequence (P54829 whole entry, looked up): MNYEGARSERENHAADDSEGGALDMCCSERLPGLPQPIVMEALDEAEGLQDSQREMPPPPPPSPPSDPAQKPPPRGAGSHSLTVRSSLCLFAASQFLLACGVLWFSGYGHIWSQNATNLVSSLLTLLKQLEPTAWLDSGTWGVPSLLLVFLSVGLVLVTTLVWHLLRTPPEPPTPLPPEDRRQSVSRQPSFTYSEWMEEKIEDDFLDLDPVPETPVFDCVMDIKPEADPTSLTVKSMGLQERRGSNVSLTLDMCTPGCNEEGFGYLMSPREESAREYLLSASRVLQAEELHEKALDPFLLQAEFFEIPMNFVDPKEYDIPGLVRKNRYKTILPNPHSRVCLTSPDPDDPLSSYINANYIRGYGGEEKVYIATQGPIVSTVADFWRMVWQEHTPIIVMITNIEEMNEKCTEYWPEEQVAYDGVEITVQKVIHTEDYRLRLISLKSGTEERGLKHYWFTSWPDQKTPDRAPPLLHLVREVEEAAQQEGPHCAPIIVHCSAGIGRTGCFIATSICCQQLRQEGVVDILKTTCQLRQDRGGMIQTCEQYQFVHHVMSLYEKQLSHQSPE
#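 System: STEP phosphatase, cell-free reaction; Buffer or medium: Bis-Tris pH 6.0 buffer with DTT, detergent; Incubation: 20 min at room temperature, dark; Measured by: fluorescence, 480/540 nm.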
# NadD block – blocks S. aureus nicotinate mononucleotide adenylyltransferase; 360,000 tested, 0.78% active; inhibition, % at 20 µM; purified NadD enzyme, colorimetric absorbance read-out; AID 602399; in the data active = inhibition above about 26%; also: some compounds past the cut are filed as inactive
# CendR NRP1 mod – modulators of CendR peptide binding to human neuropilin-1 | O14786 | FAM-RPARPAR peptide binding to NRP-1, fluorescence polarization | inhibition, % at 25 µM | 360,000 tested, 0.85% active | AID 602438;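 active = inhibition or corrected inhibition above about 18%, plus a signal ratio from 0.5 to 1.5, limit read from the data, passing the limit was not always enough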; also: strong numbers were not always called active
# Scp1 inh – Scp-1 (human) phosphatase inhibition; Q9GZU7; Recombinant Scp1, phosphopeptide, malachite green phosphate absorbance; inhibition, % at 20 µM; 340,000 tested, 0.88% active;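 active = inhibition above about 50% at 20 µM, limit read from the data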;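 also: plate controls were DMSO wells with enzyme for no effect and wells lacking enzyme for full effect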
# Target sequence (Q9GZU7 76-261 limits assumed): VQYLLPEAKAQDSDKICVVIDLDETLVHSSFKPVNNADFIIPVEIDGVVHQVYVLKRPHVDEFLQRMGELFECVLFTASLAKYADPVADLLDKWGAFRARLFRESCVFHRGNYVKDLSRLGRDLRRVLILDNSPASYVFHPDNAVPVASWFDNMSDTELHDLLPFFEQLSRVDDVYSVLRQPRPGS
#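 assay system = SCP-1 phosphatase catalytic domain, residues 76-261 | buffer or medium = 50 mM Tris acetate pH 5.5, 0.005% Tween-20, 10 mM MgCl2 | incubation = enzyme reaction 45 min at room temperature, colour 5 min, stabilisation 30 min | signal = Phosphate-binding colour reagent, absorbance read at 630 nm | measure = % inhibition at 20 µM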
# SUMO1-SIM PPI – SUMO1-SIM interaction modulation; P63165; SUMO1 binding to a labelled peptide, TR-FRET, 1 h; inhibition, % at 20 µM; 360,000 tested, 0.33% active; AID 602429; in the data active = inhibition above about 37%
# Target sequence (P63165 whole entry, looked up): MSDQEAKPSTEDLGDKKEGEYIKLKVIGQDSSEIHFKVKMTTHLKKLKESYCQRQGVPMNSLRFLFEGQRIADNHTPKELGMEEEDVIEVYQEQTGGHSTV
# The depositor's hits bear a star; i = inactive; · = not tested or not shown; + = active, no number.
structure	LMPTP inh	TbMetRS inhib	SKN-1 inh	Neddyl block	DNMT1 block	STEP block	NadD block	CendR NRP1 mod	Scp1 inh	SUMO1-SIM PPI
CC(=O)Oc1ccc(C(=O)NCCc2ccccc2)cc1	2.4	-1.1	-7	i	4	3	2	-8	5	-2
CN(C(=S)Oc1ccc(C(=O)Nc2ccccc2)cc1)c1ccccc1	2.4	-0.4	3	i	-4	-2	-11	21	-10	2
COc1cc(C(=O)NC(=S)Nc2ccc3oc(=O)ccc3c2)cc(OC)c1OC	0.0	0.0	6	i	-10	2	2	-7	-4	1
Cc1cc(Nc2ccc(F)cc2Cl)n2nc(C)nc2n1	-0.3	-0.2	-2	i	-2	4	1	8	-8	6
Cc1cc(C)n(-c2ccc(C(=O)OCC(=O)Nc3ccc(S(=O)(=O)N4CCOCC4)cc3)cc2)n1	1.7	-0.1	13	i	-5	0	-4	2	-4	-3
Cc1ccnc(NC(=O)C2CCCN(S(=O)(=O)c3cnc[nH]3)C2)c1 (stereo not drawn)	-1.2	0.0	6	i	4	9	-2	-5	-6	3
CCCC1(C2CCCC2)NC(=O)NC1=O (stereo not drawn)	-0.6	0.4	21	i	3	-2	2	-11	-8	-1
CC(NC(=O)COC(=O)CCc1ccc(S(=O)(=O)N2CCOCC2)cc1)C1CC2CCC1C2 (stereo not drawn)	-1.9	-2.0	-11	i	4	-2	2	1	0	-2
COc1ccc(C(C(=O)NC(C)(C)C)N(C(=O)CCC(=O)Nc2cc(C)on2)c2cccc(F)c2)cc1 (stereo not drawn)	-0.3	-0.1	11	i	-3	-2	6	0	-7	-3
O=C(Nc1ccc(N2CCOCC2)c(S(=O)(=O)Nc2ccccc2Cl)c1)c1ccc(=O)[nH]n1	0.0	-0.2	2	i	-4	4	7	-10	2	1
CN(C(N)=S)c1ccccc1	-3.0	0.9	-7	i	2	5	-2	-11	8	-1
O=C(O)CC(NC(=O)C12CC3CC(CC(C3)C1)C2)c1ccc(F)cc1 (stereo not drawn)	-1.5	0.2	10	i	-1	-1	0	8	-7	5
C[C@@H]1CN([C@H](C)CO)C(=O)CCCn2cc(nn2)CO[C@H]1CN(C)C(=O)Nc1ccc2c(c1)OCO2	-1.3	0.1	-13	i	2	3	-2	4	·	4
CCOc1cc2c(cc1OCC)C(c1ccccc1)N(c1ccccc1)C(=O)C2 (stereo not drawn)	-0.6	0.3	-3	i	-2	-2	-5	0	-9	3
Cc1cc(O)c(-c2cc(C(=O)Nc3cccnc3)[nH]n2)cc1C	0.6	0.3	-2	i	-3	0	4	-6	-2	2
CC(=O)c1ccc(NC(=O)c2ccc3nc(C)sc3c2)cc1	0.3	0.5	0	i	-1	-1	-6	10	-5	-9
Cc1ccccc1S(=O)(=O)N1C[C@H]2[C@H]3C(=O)N(c4ccccc4)C(=O)[C@H]3CC(=O)[C@H]2[C@@H]1c1ccc(Cl)cc1	0.7	-0.5	25	i	-3	-2	16	16	·	9
C=CCN1C(=O)c2ccc(C(=O)N3CCN(c4ccccc4OC)CC3)cc2C1=O	-0.8	-0.6	2	i	1	2	-1	-3	-10	-10
CC(=O)NCC(=O)NC(C(=O)Nc1ccc2c(c1)OCCO2)c1ccc(C)cc1 (stereo not drawn)	-0.9	0.2	8	i	-5	-4	-1	2	-1	4
Cc1nnc(C)n1/N=C/c1ccc(O)cc1	-1.6	-0.1	-12	i	0	7	3	9	-10	-2
O=C(CSCc1ccc(Cl)cc1)Nc1ccccc1C(=O)N1CCOCC1	-0.2	-0.3	6	i	0	-3	3	6	-18	-1
O=C(CCN1C(=O)/C(=C/c2ccccc2Cl)SC1=S)NC1CCS(=O)(=O)C1 (stereo not drawn)	-0.3	-0.7	-11	i	-1	5	6	4	9	-7
COc1ccc(-n2c(CCc3ccccc3)nnc2SCC(=O)c2ccccc2)cc1	1.8	-1.1	6	i	16	2	10	2	17	-1
COc1ccc(-c2nc3c(n2O)CCC/C3=N\O)cc1	-11	-0.8	11	+	-2	-5	0	0	-2	6
CCN1C[C@@H]2[C@@H]3C(=O)N(Cc4ccccc4)C(=O)[C@@H]3[C@](Cc3ccccc3)(C(=O)OC)N2C1=NCc1ccccc1	-1.1	-0.2	14	i	5	-2	-3	4	16	1
Cc1ccc2ccccc2c1NC(=O)CNCc1ccccc1	-0.6	-0.2	21	i	5	-2	-4	1	·	-3
O=C1[C@@H]2Cc3c([nH]c4ccccc34)C(c3cccc(Br)c3)N2C(=O)CN1C1CCN(Cc2ccccc2)CC1 (stereo partly drawn)	5.1	41*	-3	i	-14	4	18	7	-3	7
O=C(COc1c(Cl)cccc1Cl)Nc1ccccc1N1CCCC1	-3.9	-0.2	3	i	-2	2	7	-2	-7	-28
CC(OC(=O)CCc1ccccc1)C(=O)Nc1ccc(Cl)cn1 (stereo not drawn)	-0.6	-0.4	-8	i	1	-2	-4	-5	2	0
O=[N+]([O-])c1cc(S(=O)(=O)NCCN2CCOCC2)ccc1Cl	-1.8	-0.9	-5	i	0	0	3	9	-1	-23
Cc1cccc(C)c1NC(=O)c1cccc2c1C(=O)N(C1CCCCC1)C2	2.5	0.1	20	i	-3	1	-1	-7	-8	4
Cc1nnc(SCC(=O)c2c(N)n(C)c(=O)n(C)c2=O)n1Cc1ccccc1	-0.6	-0.3	4	i	5	1	-2	-2	0	-2
OC(CNCc1ccco1)Cn1c2ccccc2c2ccccc21 (stereo not drawn)	-0.3	-0.8	13	i	-3	21	3	-8	-8	-4
O=C1NC(c2cccnc2)C(C(=O)c2cccs2)C(O)(C(F)(F)F)N1 (stereo not drawn)	-1.8	-1.1	-9	i	-1	0	-4	-7	4	0
CCC(C)NC(=O)CSc1nc2cc(S(=O)(=O)N3CCOCC3)ccc2n1CC (stereo not drawn)	-3.5	0.1	-3	i	0	-2	-8	4	-10	1
COc1ccc(OC)c(S(=O)(=O)NC(C)c2cnn(-c3ccccn3)c2C)c1 (stereo not drawn)	0.5	-0.4	8	i	0	-2	4	1	-2	6
COc1ccc(NC(=O)N(C)C[C@H]2OCCCC[C@@H](C)Oc3ccc(N(C)C)cc3C(=O)N([C@H](C)CO)C[C@@H]2C)cc1	-1.2	0.3	-5	i	1	-2	3	-7	·	3
Cc1cc(C)nc(NS(=O)(=O)c2ccc(NC(=O)c3ccccc3Br)cc2)n1	-1.6	0.3	25	i	0	0	3	-5	·	5
Cc1nn(C(C)C(=O)NCCCN2CCCCC2C)c(=O)c2c1sc1ccccc12 (stereo not drawn)	0.3	-0.4	17	i	-1	-3	-6	8	0	2
Cc1nc(C)n(CC(C)C(=O)N2CCN(S(=O)(=O)c3ccc(Cl)cc3)CC2)n1 (stereo not drawn)	-2.8	-1.2	-1	i	13	0	-4	10	30	9
CC(C)(C)NC(=S)NCc1cccnc1	-0.9	0.1	2	i	-3	-3	-5	0	0	-1
CC(C)COC(=O)N(C)C[C@H]1OCc2cnnn2CCCC(=O)N([C@H](C)CO)C[C@@H]1C	-1.4	-0.2	1	i	3	-2	3	0	·	2
Cc1cccc2cc(C#N)c(SCc3nnc(-c4ccccc4[N+](=O)[O-])o3)nc12	-0.9	-0.9	-10	i	4	2	-1	32*	-7	-9
Cc1ccc2[nH]c(=O)c(CNC(C)C)cc2c1	-2.1	-0.7	-9	i	3	3	0	6	4	0
CO/N=C/c1ccc(Oc2ccc(C)cc2)c([N+](=O)[O-])c1	3.0	-0.6	5	i	-6	1	-1	4	-7	-14
Cc1ccc(CNC(=O)c2ccc(OCC3CCCO3)cc2)cc1 (stereo not drawn)	-1.7	-0.9	-1	i	3	1	-7	-5	1	2
COC(=O)C1CCN(C(=O)c2ccc3nccnc3c2)CC1	0.7	-0.3	16	i	-1	2	-2	-7	-5	-6
CCc1ccc(NC(=O)C2CCN(S(=O)(=O)c3ccc4c(c3)N(C(C)=O)CCO4)CC2)cc1	-0.8	-0.6	-3	i	2	2	5	0	14	9
CN(C)S(=O)(=O)N(CC(=O)Nc1ccc(F)c(F)c1)c1ccccc1	1.1	0.1	6	i	14	1	-4	0	21	1
Cc1ccc(S(=O)(=O)N2CCN(c3ccnc4cc(Cl)ccc34)CC2)cc1C	7.3	-0.4	9	i	-9	1	14	-8	3	6
CCCOc1ccc(N2C(=O)CC(N(CCCO)C(=O)CC)C2=O)cc1 (stereo not drawn)	-2.2	0.4	-4	i	-1	4	2	4	-5	2
COc1cc(/C=C2/SC(=S)N(Cc3ccccc3)C2=O)ccc1OS(C)(=O)=O	2.7	-1.0	2	i	1	-3	1	-3	-10	-5
CN(C(=O)CSc1nnnn1-c1ccccc1)C1CCS(=O)(=O)C1 (stereo not drawn)	-1.8	-0.3	3	i	0	2	-1	-2	-5	-3
Cc1ccc(OC(=S)Nc2ccccc2)c(C)c1	-1.0	-0.7	-10	i	-2	0	-6	6	-22	5
CC(=O)OCc1nc2ccccc2s1	-0.8	0.0	3	i	1	-3	1	9	-2	-3
CC(NC(=O)COC(=O)c1ccco1)c1ccccc1 (stereo not drawn)	-0.8	-0.9	-10	i	9	0	3	9	3	1
O=C(c1ccccc1)c1cccn1CC(=O)N1CCCCCC1	0.7	-0.3	-6	i	-2	-2	1	-9	0	1
C=CCn1c(COc2ccc(Cl)cc2)nnc1SCC(=O)N/N=C/c1ccccc1	-0.3	-1.2	-4	i	-1	-3	-6	-4	-5	-4
CC(C)C(=O)Nc1ccccc1C(=O)N/N=C/c1ccc([N+](=O)[O-])cc1	1.1	-0.4	6	i	2	1	-4	-4	3	-25
Cc1cccc(C(=O)Nc2cccc(OC(=O)c3cccc(C)c3)c2)c1	2.9	-0.1	4	i	-6	0	-6	7	-21	-2

# 3 entries from above, ordered by the number in SUMO1-SIM PPI, largest number first:
structure	LMPTP inh	TbMetRS inhib	SKN-1 inh	Neddyl block	DNMT1 block	STEP block	NadD block	CendR NRP1 mod	Scp1 inh	SUMO1-SIM PPI
O=C(c1ccccc1)c1cccn1CC(=O)N1CCCCCC1	0.7	-0.3	-6	i	-2	-2	1	-9	0	1
CC(=O)OCc1nc2ccccc2s1	-0.8	0.0	3	i	1	-3	1	9	-2	-3
COc1cc(/C=C2/SC(=S)N(Cc3ccccc3)C2=O)ccc1OS(C)(=O)=O	2.7	-1.0	2	i	1	-3	1	-3	-10	-5
